PLK1 PBD inh: PLK1 (human) polo-box domain binding inhibition; P53350; Plk1 PBD binding of FITC phosphopeptide, fluorescence polarization; Potency, µM, inactives show max response, negative = inhibition, hits mostly inhibitors; 360,000 tested, 2.8% active; also: potency is read from the fitted curve at half-maximal effect; series mostly up to about 57 µM; % is scaled to controls: 0 for no effect and ±100 for the full control effect; nearly all actives have a fitted effect of over 65% in size
HEK293 tox: cytotoxicity in counter-screen for GLP-1R inverse agonists | Potency, µM (highest dose often 38.3 µM), inactives show top-dose activity change, negative = inhibition, actives largely listed as inhibitors | 410,000 tested, 0.13% active | HEK293 cAMP-luciferase reporter cells, luminescence, 24 h;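 also: loss of luciferase light is scored as toxicity; potency is read from the fitted curve at half-maximal effect; % is scaled to controls: 0 for no effect and ±100 for the full control effect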
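To flag toxic compounds, the library was rerun on cells for 24 hr at 37 deg C and 5% CO2. Viability-linked luminescence was captured 12 min after adding luciferase detection reagent.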
IL-2 act: activates IL-2 in a cell-based reporter assay. IL-2 activation reporter assay, cell-based qHTS; stimulated with anti-CD3/CD4/CD28 beads; in transgenic mouse T cells. activation, % (series mostly up to about 46 µM). 360,000 tested, 0.065% active. AID 652025; in the data active = activation above about 50%; inconclusive = mostly about 30% to 49%; also: 0% is about no effect
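Unstimulated transgenic mouse T cells; 60-min compound exposure; bead-based TCR/CD4/CD28 stimulation; 18 h culture, 37 degrees C; dual fluorescence (EGFP, DsRed) plate cytometry.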
GLP-1R agonist: activates the human GLP-1 receptor; P43220; HEK293 GLP-1R CRE-luciferase, luminescence, 4-6 h; cells express a hypersensitive GLP-1R form; Potency, µM (series often up to 45.6 µM), for the others: at the top dose activation, hits mostly activators; 380,000 tested, 0.007% active; AID 624172; also: potency is read from the fitted curve at half-maximal effect; % of control where 0% means no effect
Target sequence (P43220 whole entry, looked up): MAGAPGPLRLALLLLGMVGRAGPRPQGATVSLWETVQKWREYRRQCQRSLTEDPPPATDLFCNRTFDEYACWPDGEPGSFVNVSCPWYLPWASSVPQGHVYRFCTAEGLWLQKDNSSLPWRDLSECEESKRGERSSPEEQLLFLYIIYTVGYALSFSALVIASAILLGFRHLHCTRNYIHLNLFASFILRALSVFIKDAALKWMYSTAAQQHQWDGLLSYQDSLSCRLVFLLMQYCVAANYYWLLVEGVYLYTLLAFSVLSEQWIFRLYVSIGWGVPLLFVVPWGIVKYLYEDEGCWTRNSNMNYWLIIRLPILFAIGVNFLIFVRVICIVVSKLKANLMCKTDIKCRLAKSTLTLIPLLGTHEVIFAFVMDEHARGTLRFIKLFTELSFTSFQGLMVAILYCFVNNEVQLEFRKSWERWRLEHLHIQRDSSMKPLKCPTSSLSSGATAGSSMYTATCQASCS
GLP1R inv ag: inverse agonists of human GLP-1 receptor | P43220 | HEK293 GLP-1R CRE-luciferase, luminescence, 24 h; GLP-1R form is constitutively active | Potency, µM (series often up to 38.3 µM), without a hit: at the top dose activity change, negative = inhibition, hits mostly inhibitors | 410,000 tested, 1.6% active; also: potency is read from the fitted curve at half-maximal effect; % is scaled to controls: 0 for no effect and ±100 for the full control effect; nearly all actives have a fitted effect of over 55% in size
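HEK293 cells stably co-expressing a cAMP-responsive luciferase reporter and constitutively active GLP-1R were seeded, incubated 12 h, then exposed to compounds for 24 h at 37 C. Luminescence was read 12 min after detection reagent; inverse agonists lower signal.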
PTHR1 agonist: PTHR1 (human) receptor agonism | 410,000 tested, 0.075% active | HEK293 GP2 PTHR1 cells, GloSensor cAMP luminescence, 1 h | Q03431 | Potency, µM (top dose mostly 115 µM), without a hit: at the highest dose activation, usual class: activators; also: potency is read from the fitted curve at half-maximal effect; nearly all actives have a fitted effect of over 55% in size; some results filed as inactive show a strong effect at the top dose; inactives centre near -15; many of its hits are not listed in these tables
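HEK-293-derived GP2 cells expressing PTHR1 and a GloSensor cAMP reporter, 3,000/well, plated overnight, given luciferin plus IBMX (each 0.5 mM as added) for 1 h at 37 °C, then compound for 1 h at 37 °C. Luminescence was read after 15 min at room temperature.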
EPAC1 antagonist: EPAC1 (human) antagonism | O95398 | EPAC1 GEF assay, Rap1b-BODIPY-GDP exchange fluorescence | Potency, µM (titrated, usually from 115 µM), inactives show at the highest dose activity change, negative = inhibition, actives largely listed as inhibitors | 360,000 tested, 0.14% active | AID 720709;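 also: potency is read from the fitted curve at half-maximal effect; plate controls were vehicle for no effect and positive control for full effect; nearly all actives have a fitted effect of over 50% in size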
EPAC1 ag: agonists of human EPAC1 | O95398 | 360,000 tested, 0.073% active | EPAC1 agonist qHTS, biochemical assay; response scale: 100% = response to 6.5 mM cAMP | Potency, µM (doses to about 154 µM), without a hit: top-dose activation, hits mostly activators; also: potency is read from the fitted curve at half-maximal effect; nearly all actives have a fitted effect of over 60% in size
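Compounds were pinned as a concentration titration into mixtures of EPAC1 (100 nM), BODIPY-GDP-loaded Rap1B (250 nM) and GDP (50 uM). After 5 min at room temperature, fluorescence was followed for 30 min; activity was scaled to 6.5 mM cAMP.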
PI5P4K alpha inh: inhibitors of human PI5P4K alpha; P48426; PI5P4Kalpha enzyme, ADP-Glo luminescence, 60 min; hits give low values; max response, %; 330,000 tested, 1.2% active; active = max response of -50% or lower; inconclusive = between -30% and -50%; inactive = -30% or higher; also: value at the top dose of about 77 µM; % is scaled to controls: 0 for no effect and ±100 for the full control effect
Target sequence (P48426 whole entry, looked up): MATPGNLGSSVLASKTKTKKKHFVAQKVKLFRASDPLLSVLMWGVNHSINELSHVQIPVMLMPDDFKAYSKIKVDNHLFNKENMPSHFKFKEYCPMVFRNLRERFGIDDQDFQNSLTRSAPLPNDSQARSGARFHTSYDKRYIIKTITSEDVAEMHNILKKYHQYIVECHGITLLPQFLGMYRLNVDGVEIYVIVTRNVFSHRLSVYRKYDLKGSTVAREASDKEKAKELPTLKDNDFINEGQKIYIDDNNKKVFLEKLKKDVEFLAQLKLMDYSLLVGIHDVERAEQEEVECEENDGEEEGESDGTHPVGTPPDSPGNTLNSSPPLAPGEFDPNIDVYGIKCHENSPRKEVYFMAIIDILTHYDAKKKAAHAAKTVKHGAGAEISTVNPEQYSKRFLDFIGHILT
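Single end-point luminescence (ADP-Glo) quantified ADP from PI5P4Kalpha turnover; ATP 5 microM final, 1 h at RT, 0.1% CHAPS and 0.28 mM EGTA in HEPES pH 7.4.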
* hit, by the source's call; i = inactive; ? = inconclusive; . = not tested or not shown; & = joins results of further samples; [ ] = dose if it differs, or a comment. Unless noted, calls follow the shape of the dose curve; as a rule, active = well fitted curve in the direction sought with a large enough effect; inconclusive = small, poorly fitted or top-dose-only effect, or another doubt; inactive = no such curve, though single readings can be large; an effect the other way counts as inactive or inconclusive. Not all compounds are listed; count on the stated rates, not on these rows.

Screens in order: PLK1 PBD inh | HEK293 tox | IL-2 act | GLP-1R agonist | GLP1R inv ag | PTHR1 agonist | EPAC1 antagonist | EPAC1 ag | PI5P4K alpha inh
CN1CCN(c2ccc(NC(=O)CSc3ccccc3)cc2F)CC1
 : 4% | 3% | 1.7 | -14% | ? | -41% | ? | 2% | .
COC(=O)c1ccc(Nc2cc(C)nc3ccccc23)cc1
 : -2% | ? | -2.9 | 25% | ? | i | -3% | -1% | 2
CCNC(=O)Nc1cc(S(=O)(=O)Nc2ccc(OC)cc2)ccc1N1CCOCC1
 : 4% | -9% | -0.6 | 6% | -7% | -85%[inhibitor] | 3% | 13% | 1
N#CCCN(/N=C/c1cccnc1)C1=NS(=O)(=O)c2ccccc21
 : -8% | -9% | -1.1 | 13% | 1% | i | -14% | -3% | -10
CCOc1ccccc1OCCCC(=O)N1CCN(S(=O)(=O)c2ccc(C)cc2C)CC1
 : 0% | 3% | 0.1 | 11% | ? | -31% | -7% | 5% | 0
Cc1nn(-c2ccccc2)c2sc(C(=O)OCn3nnc4ccccc4c3=O)cc12
 : -16% | 9% | -1.3 | -1% | 14% | 12% | 3% | -4% | 5
Cn1c(=O)[nH]c(=O)c2c1nc(N1CCCCCC1)n2CCSc1nc2ccccc2o1
 : -4% | 4% | -3.3 | 9% | 0% | i | 13% | -13% | -11
O=C(NC(=S)Nc1ccc(Br)c(Cl)c1)C1CC1
 : -11% | -25% | -2.8 | 0% | ? | i | -25% | 19% | 27
CN(C)c1ccc(C(=O)Nc2cccc(S(=O)(=O)NC3=NCCCCC3)c2)cc1
 : -7% | 4% | -0.3 | -1% | 11% | -14% | -10% | -10% | 5
COc1ccc(F)cc1C(=O)C1CCCN(Cc2c[nH]c3ccccc23)C1 (stereo not given)
 : -4% | 4% | 1.4 | 11% | ? | -2% | 2% | 0% | 0

Quoted at random: 3 entries already listed.
Screens in order: PLK1 PBD inh | HEK293 tox | IL-2 act | GLP-1R agonist | GLP1R inv ag | PTHR1 agonist | EPAC1 antagonist | EPAC1 ag | PI5P4K alpha inh
Cn1c(=O)[nH]c(=O)c2c1nc(N1CCCCCC1)n2CCSc1nc2ccccc2o1
 : -4% | 4% | -3.3 | 9% | 0% | i | 13% | -13% | -11
CCNC(=O)Nc1cc(S(=O)(=O)Nc2ccc(OC)cc2)ccc1N1CCOCC1
 : 4% | -9% | -0.6 | 6% | -7% | -85%[inhibitor] | 3% | 13% | 1
CN1CCN(c2ccc(NC(=O)CSc3ccccc3)cc2F)CC1
 : 4% | 3% | 1.7 | -14% | ? | -41% | ? | 2% | .

Continuation:
Screens in order: PLK1 PBD inh | HEK293 tox | IL-2 act | GLP-1R agonist | GLP1R inv ag | PTHR1 agonist | EPAC1 antagonist | EPAC1 ag | PI5P4K alpha inh
COc1ccc(OC)c(S(=O)(=O)N2CCCC(C(=O)N3CCCCCC3)C2)c1 (stereo not given)
 : -3% | 7% | -1.9 | -9% | 11% | -8% | 9% | 2% | 0
COc1ccc(C(O)(c2ccccc2)C(C(=O)O)c2ccccc2)cc1 (stereo not given)
 : 1% | 5% | 0.9 | 9% | ? | -7% | 2% | 0% | 4
O=C(NCc1ccc2c(c1)OCO2)c1ccc(NS(=O)(=O)c2ccc3c(c2)OCCO3)cc1
 : -2% | 16% | 0.2 | 6% | 2% | 6%[57.5 µM] | -9% | 15% | .
CC(C=Cc1ccccc1)=NNS(=O)(=O)c1ccc([N+](=O)[O-])cc1
 : -12% | 0% | 1.0 | 2% | 2% | -11% | -13% | 5% | -1
O=C(C[n+]1ccccc1)N/N=C/c1ccccc1[N+](=O)[O-]
 : -12% | -2% | 1.1 | 0% | 2% | -25% | -25% | 13% | -8
COc1cc(CNCCc2ccc(S(N)(=O)=O)cc2)ccc1OCC(=O)N1CCCCC1
 : -3% | 4% | -1.8 | 2% | 6% | i | -30% | -2% | 6
CCOc1ccc(N2CC(C(=O)NC3CCSC3=O)CC2=O)cc1 (stereo not given)
 : -9% | -1% | -0.7 | 11% | -6% | i | -21% | 4% | -14
CCOC(=O)C1CCN(C(=O)COc2ccc(Cl)cc2C)CC1
 : -5% | -11% | -0.6 | -1% | ? | i | -1% | 3% | 2
O=C(CC1C(=O)Nc2ccccc2N1CC(=O)N1CCCC1)Nc1ccc(Br)cc1 (stereo not given)
 : -2% | -7% | 1.8 | 11% | ? | -7% | -9% | -9% | -2
Cc1cc(C)nc(Nc2n[nH]c(COc3ccc4ccccc4c3)n2)n1
 : -9% | -1% | -1.8 | 10% | 6% | -3%[57.5 µM] | -1% | 7% | .
Cc1ccc(NC(=O)Cn2cccc2)cc1
 : -16% | 6% | 1.0 | 0% | -7% | i | 8% | 12% | 2
Nc1ccc(-c2nc3cc([N+](=O)[O-])ccc3o2)cc1
 : 2% | -5% | -0.5 | -2% | -8% | ? | 12% | 15% | -6
COc1ccc(CC2c3cc(OC)c(OC)cc3CC[N+]2(C)CCC(=O)OCCCCCOC(=O)CC[N+]2(C)CCc3cc(OC)c(OC)cc3C2Cc2ccc(OC)c(OC)c2)cc1OC (stereo not given)
 : 2% | -25% | -0.4 | 3% | ? | -8% | 16% | -11% | 5
COc1cccc(NC(=O)CSc2nc3ccccc3n2C)c1
 : 17µM* | -12%&1% | 1.2 | 8% | -2%&5% | -7% | 11% | 1% | -11
CC(C)NS(=O)(=O)c1ccc(OCC(=O)Nc2cccc3ccccc23)cc1
 : -7% | 8% | -4.0 | 6% | 1% | i | 11% | 0% | .
O=C(CC(SCCO)c1ccc(F)cc1)c1ccco1 (stereo not given)
 : -7% | -15% | -1.1 | -4% | 0% | -26%[57.5 µM] | 5% | 9% | 1
CCOC(=O)c1c(NC(=O)CSc2nnnn2-c2ccc(OC)cc2)sc(C)c1C
 : 2.1µM* | -23% | -0.9 | -1% | 0% | -11%[57.5 µM] | -2% | -16% | .
CCN(CC(=O)Nc1c(F)cccc1F)C(=O)CCNS(=O)(=O)c1ccccc1C(F)(F)F
 : 1% | 5% | -1.2 | -4% | 5% | i | 6% | 2% | -3
COc1cccc(OCCn2c(C)c(/C=N/n3cnnc3)c3ccccc32)c1
 : -1% | -21% | 1.5 | 9% | 10% | i | -22% | 2% | 10
C=CCNC(=O)c1ccccc1NS(=O)(=O)c1ccc(SC)cc1
 : -5% | -18% | -0.8 | 2% | -1% | -8%[57.5 µM] | 9% | 1% | .
Oc1ccc(-c2csc(-c3cccnc3)n2)c(O)c1
 : -7% | -5%[7.66 µM] | -0.5 | 19% | 37%[activator][7.66 µM] | -10% | -1% | 6% | -2
Cc1ccc(O)c(NC(=O)c2cc(-c3ccccc3Cl)on2)c1
 : -9% | -7% | -0.5 | -3% | -9% | -11% | -7% | 5% | 0
NC(=O)C1(Nc2ccc([N+](=O)[O-])cc2)CCCC1
 : -5% | ? | -0.4 | 5% | -21% | i | -8% | -3% | 0
CN(C)C(CNC(=O)c1ccco1)c1cccs1 (stereo not given)
 : -6% | 4% | 1.7 | 3% | 3% | i | 9% | -5% | -4
COC(=O)[C@@H]1CCCN1Cc1c(C(=O)N2CCOCC2)nc2c(C)cccn12
 : -4% | -12% | 1.6 | 2% | 17% | -28% | 13% | -7% | 0
CC1Cc2ccccc2N1C(=O)CCNS(=O)(=O)c1cccc2nsnc12 (stereo not given)
 : -1% | 0% | 0.6 | 6% | -20% | i | 16% | 0% | 7
Cc1ccccc1NS(=O)(=O)c1ccc(C(=O)NCc2ccccc2CN2CCCC2)cc1
 : 8% | -18% | -1.0 | 10% | ? | i | 12% | -4% | 2
Cc1oc(-c2ccc(Cl)cc2)nc1CN1CCCN(C(=O)c2ccco2)CC1
 : -6% | 6% | 0.9 | -13% | ? | -38%[inhibitor] | 6% | 6% | 2
CC(C)CN(C(=O)CN(C)C(=O)c1ccco1)c1c(N)n(CC(C)C)c(=O)[nH]c1=O
 : -3% | 0% | -2.2 | -5% | 16% | -4% | -6% | 11% | -6
O=C(NC1CCCCC1)C(c1ccccc1)N(Cc1ccco1)C(=O)Cn1cnc2ccccc21 (stereo not given)
 : 2% | -3% | 0.1 | -17% | 8% | 6%[57.5 µM] | -15% | -6% | -2
c1coc(CNc2nc(-c3ccncc3)cs2)c1
 : -4% | -10% | -2.8 | 7% | 8% | -12% | -2% | 9% | 2
Nc1ccccc1SC/C=C/CSc1ccccc1N
 : 12µM* | -2% | -0.4 | 11% | ? | -23% | -17% | -5% | 6
COc1ccc(NC(=O)c2cc(CC(C)C)on2)cc1OC
 : 0% | -3% | -3.2 | 5% | -9% | -5% | -15% | -15% | -4
CSc1ccc(C#N)cc1NC(=O)c1ccc(Cl)nc1
 : -13% | -1% | 10 | 3% | 16% | i | 2% | 12% | -4
CCCN1Cc2cccc(C(=O)NCCc3cccc(C)c3)c2C1=O
 : -4% | 4% | -1.0 | -8% | ? | i | -16% | -8% | -3
Cc1cc(C)c(OCC(=O)OCC(=O)NCC2CCCCC2)c(C)c1
 : -8% | 3% | -5.1 | -11% | 16% | i | -7% | 5% | 14
O=C1c2ccccc2C(=O)N1CCCCN(C(=O)c1cc([N+](=O)[O-])ccc1Cl)c1ccc(Cl)cc1
 : 7% | -24% | -0.5 | 6% | ? | i | -3% | 4% | -3
O=C1Nc2ccc(Br)cc2C1(O)Cc1ccncc1 (stereo not given)
 : 0% | -19% | -0.2 | -5% | -15% | -8%[57.5 µM] | 5% | -3% | -1
Cc1ccc(OCc2cc(C(=O)Nc3ccccc3)oc2C)cc1
 : -3% | 2% | 1.3 | 15% | -24% | i | 5% | 12% | 15
O=C(OCc1nnc(-c2ccc([N+](=O)[O-])cc2)o1)C1CCN(C(=O)c2ccc(F)cc2)CC1
 : -3% | -21% | -0.2 | 12% | 6% | -10% | 2% | 8% | -10
O=C(NNC(=S)NC(=O)c1cccs1)c1ccc(NC(=O)c2ccccc2)cc1
 : -11% | -4% | 1.2 | -12% | -6% | i | -3% | -16% | -25

Screening data: PubChem, National Center for Advancing Translational Sciences (NCATS)
